Wnt act – activators of Wnt/beta-catenin signaling. Wnt/beta-catenin reporter cell assay, activator, plate reader. activation, % at 9.35 µM. 300,000 compounds, 1.2% hits; in the data active = activation above about 30%, passing the limit was not always enough;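 note: 0% = neutral control wells and 100% = positive control wells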
* marks the source's active call; other numbers are inactive results. Only part of the results is shown. The share of hits here may be higher or lower than overall.

Wnt act | compound
-1 | Cc1cc(C)c(CN2CCN(C(=O)CC[C@H]3O[C@@H](n4cnc5c(NC(=O)c6ccccc6)ncnc54)[C@H](O)[C@@H]3O)CC2)c(C)c1
-17 | CCCCCCN(C(=O)CCCCCN1C(=O)NC(c2ccc(C3CCCCC3)cc2)C(C(=O)OCc2ccccc2)=C1C)C(C(=O)NCCCC)c1ccc(OCC(=O)OC)c(C(=O)OC)c1 (configuration not stated)
-1 | CC(=O)Nc1cccc(-c2ccnc3c2CC(C)(C(=O)Nc2ccc(Cl)cc2)O3)c1 (configuration not stated)
-3 | COCCNC(=O)C1CCCN(C(=O)c2ccc(C(F)(F)F)nc2C)CC1 (configuration not stated)
17 | CCOC(=O)C1=CCC(c2cc3ccc(OC)cc3n2C(=O)OC(C)(C)C)NC1 (configuration not stated)
-1 | CC(C)[C@H](NC(=O)c1cccs1)C(=O)N1CCC[C@H]1C(=O)NCc1ccccc1
-2 | O=C1O[C@@H](c2ccccc2)C[C@@H](O)[C@H](O)CCCc2ccccc21
4 | O=c1[nH]c(=S)[nH]c2c1C(c1ccc(F)cc1)OC(CCC(F)(F)F)C2 (configuration not stated)
-2 | CCOc1cc(OCC)cc(C(=O)NCCN2CCC(n3c(=O)[nH]c4ccccc43)CC2)c1
-4 | COc1ccc2c(c1)C(NC(=O)C(F)(F)F)CC21CCCCC1 (configuration not stated)
-2 | Cc1occc1-c1nnc(SCc2cc(=O)n3cc(Br)ccc3n2)n1C
0 | CN(C)CCN1CCN(C2CN(Cc3cn(Cc4ccccc4)nn3)S(=O)(=O)C2)CC1 (configuration not stated)
-5 | O=C1NC[C@H](CCCCN2C[C@H](Cc3ccccc3)N(CC3CCCCC3)C(=O)C2=O)N(CCc2ccc(O)cc2)C1=O
-2 | COc1ccc(-c2c(C(=O)c3ccccc3)[nH]c(N)c2C(=O)NCCc2c[nH]c3ccccc23)cc1
-1 | Oc1ccc(Cl)c(CN2CCN(c3ncc(Cc4ccccc4)cn3)CC2)c1
-3 | Cn1ccc2c(-c3cccc(C=O)c3)cc3c(c21)C1CCC3O1 (configuration not stated)
-2 | COC(=O)c1ccc(CNC(=O)CC[C@H]2O[C@@H](n3cc(C)c(=O)[nH]c3=O)C[C@@H]2O)cc1
1 | COc1ccc(C(=O)C(=O)N2CCN(C(=O)OCc3ccccc3)CC2)cc1
-1 | CN(c1cccc(F)c1)c1cc2c(c3c1ccn3C)C1CCC2C1 (configuration not stated)
0 | CC(C)S(=O)(=O)NC(=O)C1(C)CCN1C(=O)Cc1ccccc1Cl (configuration not stated)
-4 | Cc1csc(-c2cc(C(=O)NCc3cc(C(F)(F)F)cc(C(F)(F)F)c3)n[nH]2)c1
-3 | CCOC(=O)[C@]12CCCC=C1N(CCC1=CCCCC1)C(=O)[C@H](CC(=O)NCC13CC4CC(CC(C4)C1)C3)C2
17 | CCOC(=O)CN1CCCc2nc(-c3ccc(OC)cc3)ccc21
-2 | CC(C)Nc1nc(-c2ccccc2F)c2sc(-c3ccccc3)cc2n1
-2 | CCCNC(=O)C1(C)CCCN(Cc2ccccc2N(C)C)C1 (configuration not stated)
2 | CCOC(=O)N(C)C[C@@H]1OCc2cn(nn2)CCCC(=O)N([C@H](C)CO)C[C@H]1C
5 | C[C@H]1CN([C@@H](C)CO)C(=O)CCCn2nncc2CO[C@H]1CN(C)C(=O)Nc1cccc2ccccc12
-2 | O=C1NC[C@H](CCCCN2CCN(CCc3ccccc3)C(=O)C2=O)N(CCc2ccccc2)C1=O
-4 | C=C(C)C(=O)Oc1ccc(N=Nc2ccc(C)cc2)ccc1=O
-1 | O=C(Nc1ccccc1)C1Cc2c(-c3cccc(F)c3)ccnc2O1 (configuration not stated)

A second format for some results above.
compound: CC(C)S(=O)(=O)NC(=O)C1(C)CCN1C(=O)Cc1ccccc1Cl (configuration not stated)
  Wnt act: 0
compound: Cc1csc(-c2cc(C(=O)NCc3cc(C(F)(F)F)cc(C(F)(F)F)c3)n[nH]2)c1
  Wnt act: -4
compound: CCOC(=O)[C@]12CCCC=C1N(CCC1=CCCCC1)C(=O)[C@H](CC(=O)NCC13CC4CC(CC(C4)C1)C3)C2
  Wnt act: -3
compound: CCOC(=O)CN1CCCc2nc(-c3ccc(OC)cc3)ccc21
  Wnt act: 17

Other structures.
Wnt act | compound
-4 | CCOC(=O)C1(C)CCN1C(=O)COc1ccc(C(C)(C)C)cc1 (configuration not stated)
-1 | S=C(SCc1nc(-c2ccc(Cl)cc2)no1)N1CCSCC1
-4 | O=c1cc(CN2CCN(c3ccc(Cl)c(Cl)c3)CC2)c2c(ccc3ccccc32)o1
-3 | Cc1cccc(C(=O)O)c1O
0 | COc1ccc(C2=CC(=O)CC(C)(C)C2=O)cc1
0 | O=C(Nc1nc([C@@H]2O[C@H](CO)[C@@H](O)[C@H](O)[C@H]2O)cs1)NC(c1ccccc1)c1ccccc1
-4 | CCNC(=O)C1(C)CCCN1C(=O)c1ccc(N(C)C)cc1 (configuration not stated)
0 | O=C(Nc1ccc(S(=O)(=O)N2CCOCC2)cc1)c1ccc(=O)[nH]c1
-2 | CC(C)CCN1CCC(CN2C(=O)C(=O)NC[C@@H]2CC(C)C)CC1
0 | CC(=O)NC(c1ccccc1)c1nc(-c2cnc3ccccc3c2)cs1 (configuration not stated)
-2 | COCC(=O)N[C@H]1CC[C@@H](CC(=O)NCc2ccccc2OC)O[C@@H]1CO
-6 | Oc1ccc(C[C@H]2CN([C@@H](Cc3ccccc3)CN3CCCC3CN3C(=S)NC[C@@H]3Cc3ccccc3)C(=S)N2CC2CCCCC2)cc1 (some centres not stated)
1 | CC(C)n1nnnc1C1c2ccccc2C(=O)N1CCc1ccccc1F (configuration not stated)
-1 | COc1ccc(NC(=O)N(C)C[C@H]2OCc3cn(nn3)CCCC(=O)N([C@H](C)CO)C[C@@H]2C)cc1
16 | CN(C)C(=O)c1cccc(-c2csc(N3CCC(C(N)=O)CC3)n2)c1
-3 | CCCNC(=O)C1(C)CCN(Cc2ccc(-c3ccccc3)o2)C1 (configuration not stated)
-2 | CCOC(=O)C1=C[C@@H](C)N(S(=O)(=O)c2ccc(C)cc2)[C@H]1c1ccccc1
1 | O=C(Nc1cccc(Cl)c1)Nc1nnc([C@H]2C[C@H](O)[C@@H](CO)O2)s1
-2 | CCOC(=O)C1=C(C)N(CCCCCC(=O)O)C(=O)NC1c1ccccc1OC(=O)c1cccs1 (configuration not stated)
10 | CN(Cc1ccccc1)Cc1cc(=O)oc2ccccc12
-3 | COCCNC(=O)c1sc(=O)n(Cc2ccc(SC)cc2)c1C
-1 | O=C(NCc1cccc(C(F)(F)F)c1)c1ccc2nc([C@@H]3O[C@H](CO)[C@@H](O)[C@H]3O)[nH]c2c1
-2 | COc1cccc(NC(=O)C2(C)CCN2Cc2ccc3ccccc3c2)c1 (configuration not stated)
-1 | CN(C)CCN(C)C1CN(C2CCCC2)S(=O)(=O)C1 (configuration not stated)
-2 | CCN=C1NC(c2ccc(C(F)(F)F)cc2)C(C(=O)OC)=C(C)N1Cc1ccccc1C(F)(F)F (configuration not stated)
-2 | CC1(C(=O)NS(=O)(=O)c2ccc(C#N)cc2)CCN1C(=O)CCC1CCCC1 (configuration not stated)
4 | CCCCOCCCNC(=O)C[C@H]1C[C@@]2(C(=O)OC)C(=C[C@H](COCc3ccccc3)O[C@@H]2C)N(Cc2ccc3c(c2)OCO3)C1=O
0 | O=C(NCc1ccco1)c1ccc2sc([C@@H]3O[C@H](CO)[C@H](O)[C@H](O)[C@H]3O)nc2c1
-4 | CC(C)Oc1cc(F)ccc1-c1cc(C(=O)NC2CCCCC2)[nH]n1
-1 | CCNC(=O)C1(C)CCN(C(=O)c2ccc3c(c2)OCO3)C1 (configuration not stated)
-1 | C=CCNC(=S)N1C[C@H]2CON(C)[C@H]2C[C@H]1c1ccccc1Br
-1 | O=C(O)c1cccc(NCc2ccncc2)c1
-2 | O=C(NCC(F)(F)F)c1cc2c(c(-c3cccc(-c4ccccc4F)c3)n1)[C@H](CCO)N(C(=O)CC1CC1)C2
-1 | O=S1(=O)C[C@@H](N2CC[C@@H](O)C2)[C@H](COCc2ccccc2)N1
-1 | C[C@@H]1C=CCCO[C@]12C(=O)N(Cc1ccc(Br)cc1)c1ccccc12
-5 | O=C(NC1CCCC1)C(c1ccco1)N1CCN(c2c(Cl)cncc2Cl)CC1 (configuration not stated)
-2 | CCCCOc1cccc2c(=O)n(CC(=O)Nc3ccc4c(c3)OCCO4)ccc12
-2 | O=C(NCc1ccccc1)C1C(c2ccc3c(c2)OCO3)=Nc2ccccc2N1C(=O)c1ccccc1 (configuration not stated)
-8 | CCCCc1c(-c2cccc(F)c2)ncn1CCc1ccccc1OC
-1 | COC(=O)[C@@]1(C(C)C)N=C(c2cc(OC)c(OC)c(OC)c2)[C@]2(O1)C(=O)N(C)c1ccccc12
-4 | OC(c1ccccc1)(c1nc(-c2cccc(C(F)(F)F)c2)cs1)C(F)(F)F (configuration not stated)
-1 | CCOC(=O)C(C)Oc1cccc2c(=O)n(CC(=O)Nc3ccc(OC)cc3)ccc12 (configuration not stated)
3 | CCCC(=O)N1CCC1(C)C(=O)Nc1ncc(C(=O)OC)s1 (configuration not stated)
-3 | COCCNc1nc(NCCOc2ccccc2Cl)c2sccc2n1
0 | COc1ccc(NC(=O)C(c2ccc(C#N)cc2)n2c(=O)c(-c3ccco3)nc3ccccc32)cc1 (configuration not stated)
-4 | COC(=O)c1cc2c(c3c4cc(OC)ccc4n(S(=O)(=O)c4ccccc4)c13)C(=O)N(Cc1ccc(C(F)(F)F)cc1)C2
-1 | COc1ccccc1Cn1c(C)c(C(=O)NCc2ccco2)sc1=O
-1 | O=C(NCc1cccnc1)c1cc(C2CCCCN2C(=O)CCc2ccccc2)on1 (configuration not stated)
0 | NC(=O)[C@@H]1CCCNc2c(I)cc([N+](=O)[O-])cc2C(=O)N[C@@H](CO)C(=O)NCC(=O)N1
-4 | O=C(CC[C@H]1O[C@@H](n2cnc3c(NC(=O)c4ccccc4)ncnc32)[C@H](O)[C@@H]1O)N[C@@H](CO)Cc1c[nH]c2ccccc12
0 | CCc1ccc2c(c1)NC(=O)C2(C)Cc1ccc(F)cc1 (configuration not stated)
5 | COc1ccc(CNC(=O)c2ccc(-c3cnn(C)c3)c3ccoc23)cc1OC
-4 | Cn1c(NCc2ccc3occc3c2)nc2cc(-c3cccc(C(F)(F)F)c3)sc2c1=O
1 | CC(=O)NC(c1cccc(F)c1)c1nc(-c2ccc3ccccc3c2)cs1 (configuration not stated)
15 | CC(C)Cc1ccc(-c2ccc3nccn3c2)cc1
0 | CCCCNC(=O)C1(C)CCN1C(=O)CSc1ccccc1 (configuration not stated)
-2 | Clc1ccccc1-c1cccc2nccn12
-1 | CN(CCc1ccccc1)C(C(=O)c1ccc2c(c1)OCO2)c1nnnn1-c1ccccc1NC(=O)OC(C)(C)C (configuration not stated)
0 | OCCN1CCN(c2ncnc3c2ncn3[C@H]2CN(Cc3ccc4c(c3)OCO4)C[C@@H](CO)O2)CC1
3 | C=CCN=C1NC(c2ccccc2)C(C(=O)OC)=C(C)N1C (configuration not stated)

Further entries follow.
Wnt act | compound
-4 | Cc1nc(C(F)(F)F)ccc1C(=O)N1CCC1(C)C(=O)NS(=O)(=O)c1cccc(Cl)c1 (configuration not stated)
2 | CN(C)c1cccc(NC(=O)c2ccc(-c3ccc(F)c(F)c3)c3ccoc23)c1
5 | CCNC(=O)C1(C)CCCN(Cc2csc(-c3ccc(Cl)cc3)n2)C1 (configuration not stated)
3 | CCOc1ccc2nc(NC(=O)CN3CCN(c4ccccn4)CC3)sc2c1
-1 | CCC(CC)C(=O)N(C)c1c(C)nc2c(OCc3cccc(OC)c3)cccn12
-2 | C[C@@H]1CCCN1[C@@H]1CS(=O)(=O)N[C@H]1COCc1ccccc1
-1 | CCCS(=O)(=O)NC(=O)C1(C)CCCN(C(=O)c2cc3ccccc3s2)C1 (configuration not stated)
19 | O=C(NCCCn1ccnc1)c1cc2c(ccc3ccccc32)o1
-13 | COC(=O)[C@]12C[C@H](CC(=O)N3CCC(c4ccccc4)CC3)C(=O)N(Cc3ccccc3)C1=C[C@H](C(C)(C)C)O[C@@H]2C
-1 | O=C(NCc1cccnc1)c1cc(C2CCCN(S(=O)(=O)c3ccccc3)C2)on1 (configuration not stated)
-1 | CN(C)c1ccc(-c2ccnc3c2CC(C)(C(=O)NCC2CCOCC2)O3)cc1 (configuration not stated)
-1 | COC(=O)C1=C(C)N(Cc2ccccc2C(F)(F)F)C(=NCC2CC2)NC1c1ccc(F)cc1 (configuration not stated)
-6 | CCOC(=O)[C@]12CCC=C1N(Cc1ccco1)C(=O)[C@H](CC(=O)NCc1cccc3ccccc13)C2
3 | O=[N+]([O-])c1ccccc1N=Nc1ccc(O)cc1O
-2 | O=C(NCc1ccccc1Cl)[C@H]1CCCN1C(=O)[C@H]1CCCN1C(=O)c1cccs1

Arranged by number of heavy atoms (largest number first): part of the list above
Wnt act | compound
-4 | COC(=O)c1cc2c(c3c4cc(OC)ccc4n(S(=O)(=O)c4ccccc4)c13)C(=O)N(Cc1ccc(C(F)(F)F)cc1)C2
-1 | COC(=O)[C@@]1(C(C)C)N=C(c2cc(OC)c(OC)c(OC)c2)[C@]2(O1)C(=O)N(C)c1ccccc12
-2 | CCOC(=O)C1=C[C@@H](C)N(S(=O)(=O)c2ccc(C)cc2)[C@H]1c1ccccc1

Source: PubChem (Broad Institute)
